High-throughput results (PubChem)
CSM14.1 death rescue: rescue of cells from ER stress-induced death, primary screen, 384-well, CSM14.1, thapsigargin, ATP luminescence (AID 1222); CSM14.1 thapsigargin-induced death rescue, ATP luminescence; higher % means a stronger effect; one-dose cellular ATP content (survival), % at 20 µM; EC50 in µM for titrated hits; 190,000 tested, under 10 active;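 active = EC50 below 50 µM in the dose-response confirmation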;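 note: death triggered by thapsigargin at about 15 µM added after 2 h compound pretreatment; cell ATP read after overnight thapsigargin exposure of roughly 18 to 22 hours; normalized against plate controls of thapsigargin alone and 5% DMSO vehicle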
Autophagy HCS: autophagy modulators in MEF cells, primary screen, imaging, high-content, MEF GFP-LC3; MEF GFP-LC3 puncta imaging; test concentration mostly 10 µM; calls only at 10 µM (by protocol); 190,000 compounds, 0.98% hits; AID 463193, 2010;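 active = percentage of spot-positive cells more than 3 SD above its plate mean, without a fluorescence outlier flag or 80% toxicity; inconclusive = no clear call, values can overlap the other calls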;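 note: spot-positive cell cutoff set from DMSO-treated cells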
P. falciparum M1AAP: P. falciparum M1AAP inhibitors, biochemical, fluorogenic H-Leu-NHMec substrate, 1536-well (AID 1445) | Aminopeptidase N (Plasmodium falciparum (isolate 3D7)) | 220,000 compounds, 0.42% hits | inhibition, % at 30 µM, or IC50 in µM where a hit was titrated | recombinant M1AAP, H-Leu-NHMec fluorogenic kinetic assay; higher % means a stronger effect;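 active = primary inhibition above the hit cutoff, then over 50% inhibition at one or more dose response concentrations, cut at about 23% in these data, passing the limit was not always enough; inconclusive = conflicting primary data, or primary hits not chosen for dose response; inactive = low primary inhibition, or under 50% at every dose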;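 note: plate controls were DMSO full reaction for no effect and no enzyme background for full effect; strong numbers were not always called active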
Dynein cargo inh: inhibitors of GR-EGFP nuclear translocation, primary screen, dynein cargo transport inhibitor project, imaging, high-content, 3617.4 mouse cells | test concentration mostly 20 µM; stimulated with dexamethasone, 1 µM; hits give low values | z-score, hits read low | 220,000 compounds, 0.47% hits | AID 1381, 2008;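 active = plate z-score of nuclear minus cytoplasmic receptor signal below a set negative limit, without overly bright fluorescence or cell loss, cut at about -3.5 in these data, passing the limit was not always enough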;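 note: z-score of nuclear minus cytoplasmic ring GR-EGFP intensity difference per well; some compounds called inactive have numbers as strong as hits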
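Buffer or medium: Induction medium lacking tetracycline, stripped serum | Also added: Dexamethasone agonist, 1.0 µM final, for 30 min | Timing: 48 h induction, 1 h compound, 30 min dex at 37 °C | Detection: Formaldehyde fixation, Hoechst nuclear stain, 10x automated fluorescence imaging | Measure: Nuclear versus cytoplasmic GR-EGFP signal, averaged per well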
Yfh1-off respiration: enhancers of respiration in Yfh1-depleted yeast, dose response, Friedreich's ataxia, plus single-dose screen (AID 1465). S. cerevisiae Yfh1-off respiration, WST-1 reduction, 72 h; higher fold induction means a stronger effect. fold induction at 50 µM; hits with a dose series show EC50 in µM. 220,000 compounds, 0.074% hits;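 active = fold induction of absorbance versus untreated yeast above a set limit, then at least 30% activation at any dose in follow-up; inconclusive = repeats straddling the limit, or above it without dose testing; inactive = fold induction below the set limit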;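 note: activators that raise dye reduction in frataxin-depleted yeast; strong numbers were not always called active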
P. falciparum M17LAP: P. falciparum M17LAP inhibitors, primary screen, biochemical, fluorogenic H-Leu-NHMec substrate, 1536-well (AID 1619); recombinant M17LAP, H-Leu-NHMec fluorogenic kinetic assay; higher % means a stronger effect; inhibition, % at 30 µM, or IC50 in µM where a hit was titrated; 220,000 compounds, 0.38% hits;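 active = compound inhibiting the enzyme by more than half at any dose during confirmatory dose-response retesting; inconclusive = strong single-dose inhibitors picked by rank but not retested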;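 note: plate controls were full reaction with DMSO carrier for no effect and no enzyme background for full effect; strong numbers were not always called active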
Ins promoter up: insulin promoter activators in MIN6 cells, imaging, high-content screening, mouse beta cells; MIN6 insulin promoter-GFP reporter; hits give high values; z-score at 5 µM; 190,000 compounds, 0.3% hits; AID 1625, 2009;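 active = z-score above 3 at 5 µM with at least 500 cells counted in the well; inconclusive = wells under 500 cells, flagged as cytotoxic or low count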
MT stabilize HCS: microtubule stabilizers in HeLa cells, primary screen, imaging, high-content imaging | 200,000 compounds, 0.83% hits | HeLa tubulin immunostaining HCS, 24 h; share of cells brighter than vehicle mean+2SD | % tubulin-high responders, % at 10 µM;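 active = plate Z-score above 3 for both tubulin-high and condensed-nucleus cell shares, with cell loss under 80%, at 10 µM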;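 note: anti alpha tubulin signal scored within the nucleus-defined area of each cell; some results filed as inactive read as strong as hits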
Lipid droplet: inhibitors of hepatocyte lipid droplet formation, primary screen, imaging, high-throughput imaging, BODIPY stain | AML12 mouse hepatocytes, oleate lipid droplets | inhibition, % at 6.5 µM | 240,000 compounds, 0.4% hits;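 active = lipid droplet intensity inhibited by at least 50%, with more than 500 cells counted; inconclusive = wells with under 300 cells, treated as cytotoxic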
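Material: mouse AML12 hepatocyte cell line, fixed after treatment; Timing: compound with oleate, overnight; Technique: high-content imaging of BODIPY-stained droplets and DAPI nuclei; Probe or stimulus: oleate, 100 µM final; Dosing: compound at 6.5 µM only.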
Dynein cargo inh cytoplasmic EGFP: also measured in Dynein cargo inh; calls as there; z-score; measured here: cytoplasmic GR-EGFP intensity; hits give high values
Dynein cargo inh nuclear GR-EGFP: also measured in Dynein cargo inh; calls as there; z-score; measured here: nuclear GR-EGFP intensity;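 lower value marks the stronger effect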
Dynein cargo inh cell count: recorded beside Dynein cargo inh, whose call it bears; z-score; measured here: cell count per field
Ins promoter up cell count: recorded beside Ins promoter up, whose call it bears; cell count; measured here: cytotoxicity, nuclei count;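 total cells summed across four imaged fields per well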
Lipid droplet cells 6.5 µM: further read-out of Lipid droplet, marked with its call; cell count; measured here: cell count, cytotoxicity flag;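 cells counted across two imaged fields per well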
MT stabilize HCS Hoechst-high %: recorded beside MT stabilize HCS, whose call it bears; % Hoechst-high responders; measured here: nuclear condensation Hoechst responders;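 share of cells brighter than vehicle mean plus two SD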
MT stabilize HCS cytotoxicity %: further read-out of MT stabilize HCS, marked with its call; toxicity, %; measured here: cytotoxicity by cell density;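 0% = mean cell density of plate MIN control wells and 100% = no cells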
Autophagy HCS cell loss 18 h: further read-out of Autophagy HCS, marked with its call; toxicity, %; measured here: cell loss, nuclei count;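 cell loss after 18 h compound exposure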
Active calls of the source: *; i = inactive; ? = inconclusive; . = no result given.

SMILES	CSM14.1 death rescue	Autophagy HCS	Autophagy HCS cell loss 18 h	P. falciparum M1AAP	Dynein cargo inh	Dynein cargo inh cytoplasmic EGFP	Dynein cargo inh nuclear GR-EGFP	Dynein cargo inh cell count	Yfh1-off respiration	P. falciparum M17LAP	Ins promoter up	Ins promoter up cell count	MT stabilize HCS	MT stabilize HCS Hoechst-high %	MT stabilize HCS cytotoxicity %	Lipid droplet	Lipid droplet cells 6.5 µM
CCOc1ccc(N2CC(C(=O)NCc3ccccc3)CC2=O)cc1 (centres undefined)	.	i	6.7	4.3%	0.0281	-0.31	0.0144	0.1	i	-4.6%	-0.32	1267	2.3	2.5	3.8	-20.0	694
COc1ccc(-c2csc(NC(=O)c3ccc(OCC(=O)N4CCOCC4)c(OC)c3)n2)cc1	-1.9%	i	11.5	-0.5%	-0.211	-0.26	-0.451	0.601	i	-11.8%	-0.54	1186	3.9	3.0	5.4	83.0*	575*
CCc1cc(C(=O)OC)c(NC(=O)CC2SC(=NC)N(C)C2=O)s1 (centres undefined)	-0.5%	i	7.1	0.4%	0.905	-0.298	0.372	0.288	i	-2.1%	0.01	1415	2.2	1.4	4.6	-7.0	633
N#Cc1c2c(c[nH]c1=O)CCN2Cc1ccccc1	4.9%	i	-2.1	4.2%	0.753	-0.102	0.182	-0.9	i	-9.7%	.	.	4.2	2.1	7.7	2.2	701
CCOC(=O)c1cc(NC(=O)Nc2ccccc2Cl)c(C)nc1C	-1.4%	i	7.2	-0.3%	-0.28	-0.247	0.341	-0.494	i	-2.4%	-0.29	1408	1.7	2.2	7.9	-2.9	707
CNC(=O)CSc1nnc(-c2cccnc2)n1-c1ccc(C)cc1	-0.8%	i	-14.6	-1.0%	0.242	-0.347	-0.401	0.14	i	2.1%	-0.61	1378	2.5	2.1	16.1	3.5	691
Cc1ccc(CNC(=O)CCS(=O)(=O)c2cc(Br)cc3c2N(C(=O)C2CC2)CC3)o1	-2.7%	i	-1.5	2.3%	0.677	-0.158	0.922	-1.1	i	14.3%	1.52	1171	2.7	1.8	3.6	-5.9	712
Nc1ccc(CCc2nc3ccccc3o2)cc1	-1.5%	i	9.2	2.9%	-0.0258	-0.188	0.153	-0.0304	i	3.8%	0.46	772	2.4	2.3	7.1	12.7	752
O=C(Cn1c(-c2ccccc2)c[n+]2ccsc12)c1ccc([N+](=O)[O-])cc1	-0.7%	i	-2.7	12.6%	2.06	-0.18	1.24	-1.36	i	5.1%	-2.52	878	2.6	1.8	5.3	-4.5	677
COc1ccc(C(CCN2CCCC(C)C2)c2c(OC)cc(OC)c3c(-c4ccccc4)cc(=O)oc23)cc1 (centres undefined)	.	.	.	5.5%	-0.921	-0.736	-0.384	0.341	i	8.6%	?	.	.	.	.	0.5	602
COc1ccc(NC(=O)C/C(C)=N/NC(=O)c2ccncc2)c([N+](=O)[O-])c1	-0.8%	i	7.6	4.7%	0.994	-0.102	0.726	-1.61	i	4.5%	-0.58	1246	2.7	1.6	3.5	-0.3	725
CNc1nc(SC)nc(N2CCOCC2)n1	.	i	5.9	1.1%	0.362	-0.213	0.905	2.08	i	0.4%	0.11	1331	8.4	6.1	98.1	-6.3	751
COc1ccc(-c2nc(-c3ccccc3)[nH]c(=O)c2C#N)cc1	-1.7%	i	-10.7	8.7%	-1.42	-0.207	-0.117	0.827	i	12.5%	0.34	1589	2.2	1.3	1.8	.	.
CCCC(=O)N1CCN(c2ccc(NC(=O)c3cccs3)cc2Cl)CC1	4.8%	i	-13.6	4.5%	-0.33	-0.197	-0.316	-0.269	i	-0.7%	0.34	1041	1.7	2.4	4.5	-3.7	582
Cc1ccc(OCC(=O)Nc2ccc3c(c2)nc(CCN2CCN(C)CC2)n3C)cc1	.	.	.	-0.4%	-0.456	-0.183	-0.295	0.838	i	7.0%	-0.32	1499	.	.	.	15.4	618
CC(=O)NC1CCC(C(=O)O)(c2ccccc2)C1 (centres undefined)	-0.3%	i	2.5	-0.7%	-0.601	-0.205	-0.308	0.561	i	-5.5%	0.1	1204	2.1	1.1	6.2	0.7	750
CCCCN(CC)CCNC(=O)c1cn(-c2ccc(Cl)cc2)c(=O)c2ccccc12	-2.3%	i	8.9	0.6%	0.525	-0.21	-0.0871	-0.662	i	-0.1%	.	.	3.8	2.7	4.7	-15.7	729
Cc1cc([N+](=O)[O-])ccc1NC(=O)c1ccc(NC(=O)C(C)C)cc1	-0.3%	i	13.0	6.4%	-0.669	-0.238	-0.139	0.721	i	-5.4%	0.12	1464	7.4	1.2	4.6	-14.1	664
Cc1cc(O)c(-c2n[nH]c3c2C(c2cccc(O)c2)N(Cc2cccnc2)C3=O)cc1Cl (centres undefined)	-2.1%	i	19.0	-2.8%	0.0938	-0.18	0.339	-0.292	i	7.3%	0.1	1114	4.9	3.5	4.8	-0.4	744
O=P(OC1CCCCC1)(OC1CCCCC1)C(O)c1c(Cl)cccc1Cl (centres undefined)	2.7%	i	-26.6	1.8%	-1.67	-0.186	-0.0454	1.29	i	-0.5%	0.05	1381	2.6	1.6	7.2	.	.
CC(C)(C)C(=O)NC1CCN(S(=O)(=O)c2ccccc2F)CC1	-4.4%	i	9.8	-5.3%	1.32	-0.356	0.8	-0.786	i	-2.8%	0.49	1171	6.7	2.1	3.9	-0.6	816
O=C(CN1CCCCCC1)N/N=C/c1cccs1	-0.7%	i	-5.1	-9.0%	-0.00355	-0.302	-0.22	0.682	i	19.0%	-0.03	864	1.6	1.3	5.5	1.1	786
CCn1c(SCC(=O)Nc2nccs2)nnc1-c1ccccc1	-0.4%	i	2.0	8.7%	0.538	-0.209	0.139	-0.79	i	-4.2%	-0.27	1815	3.5	3.1	8.2	-2.0	691
Cc1c(C(=O)NN)sc(=S)n1C	.	.	.	5.7%	0.0719	-0.246	0.615	0.712	i	1.2%	0.01	973	.	.	.	14.8	673
O=S(=O)(NCC(c1ccccc1)N1CCNCC1)c1ccc(Cl)cc1 (centres undefined)	-2.9%	i	-16.8	-6.8%	-0.604	-0.304	-0.0195	0.422	i	-0.1%	-1.33	931	6.6	3.7	7.6	.	.
Remaining list, next part
SMILES	CSM14.1 death rescue	Autophagy HCS	Autophagy HCS cell loss 18 h	P. falciparum M1AAP	Dynein cargo inh	Dynein cargo inh cytoplasmic EGFP	Dynein cargo inh nuclear GR-EGFP	Dynein cargo inh cell count	Yfh1-off respiration	P. falciparum M17LAP	Ins promoter up	Ins promoter up cell count	MT stabilize HCS	MT stabilize HCS Hoechst-high %	MT stabilize HCS cytotoxicity %	Lipid droplet	Lipid droplet cells 6.5 µM
CCn1nc(C)c(C2C(C#N)=C(N)Oc3n[nH]c(C)c32)c1C (centres undefined)	0.5%	i	0.6	3.3%	-0.912	0.0268	-0.188	1.39	i	0.7%	0.35	1364	3.7	2.9	3.9	-2.2	587
Cc1cc(C)cc(Oc2ccccc2/C=N\O)c1	0.4%	i	-0.2	10.6%	0.251	-0.136	-0.249	-0.0923	i	1.6%	-0.33	1642	1.8	1.3	6.5	-0.9	616
CCCn1c(Nc2ccccc2C)nc2ccccc21	-1.7%	i	5.9	-8.0%	-0.512	-0.231	-0.0393	-0.379	i	-7.4%	.	.	1.8	2.5	5.1	-5.7	721
CN1CCC(OC(=O)c2ccc(Cl)cc2Cl)CC1	-2.6%	i	-17.1	.	-0.336	-0.347	0.019	1.58	i	.	-0.21	1422	3.0	1.8	5.7	-18.1	679
Cc1ccc(S(=O)(=O)NCCC(=O)Nc2ccc(Cl)c(Cl)c2)cc1C	-2.7%	i	-1.2	8.8%	-0.166	-0.315	-0.234	0.844	i	3.9%	-0.16	1482	5.0	3.6	7.6	-50.0	635
Oc1oc(-c2ccccc2)nc1C=NCc1ccncc1	-0.3%	i	33.5	19.2%	1.09	-0.0819	0.872	0.954	i	42.7%	.	.	5.3	2.2	6.1	-0.3	757
CCOC(=O)/C(N=O)=C(\O)C1CCN(C(=O)OCC)CC1	-1.0%	i	-2.7	5.5%	-0.903	-0.193	-0.205	1.38	i	3.1%	0.14	992	3.3	2.7	11.8	.	.
Cc1cc(OC(=O)c2ccccc2Br)cc(=O)n1C	-2.0%	i	9.2	9.8%	-0.78	0.0523	-0.02	0.139	i	14.4%	-0.27	1630	3.5	2.5	8.4	.	.
COc1ccc(N2C(=O)CSC2c2cccs2)cc1 (centres undefined)	-3.0%	i	-5.7	5.0%	2.48	0.0417	2.83	-1.77	i	21.6%	0.55	1315	2.4	2.9	7.9	-2.6	754
COc1ccc(N)cc1-n1cnnn1	3.8%	i	6.9	0.1%	-0.28	-0.338	0.354	0.189	i	4.2%	-0.48	1116	2.5	3.7	2.8	3.7	707
Cc1c(NC(=O)OCCNC(=O)COc2c(Cl)cccc2Cl)sc(=S)n1C	-0.9%	i	28.4	8.8%	0.0742	-0.223	-0.365	-0.443	i	6.4%	0.68	1562	1.4	1.5	11.6	.	.

Compounds as they come. About 3.5% of those tested had a hit in this group.
